# Screening results from PubChem.
# Kir21 inh = inhibitors of mouse Kir2.1 inward-rectifier potassium channel. actives 0.85% (n = 310,000). P35561. B-score at 10 µM. HEK293-Kir2.1, FluxOR thallium flux fluorescence; stronger effect = lower value;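 active means fluorescence ratio B-score at or below minus 3 SD of library scores, with starting-brightness B-score within 2 SD, cut at about -4.2 in these data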;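 further: channel flux triggered by added potassium and thallium sulfate stimulus; B-score of peak minus minimum fluorescence over baseline after thallium stimulus; more negative B-score means stronger Kir2.1 block with less thallium influx; some compounds called inactive have numbers as strong as hits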
# Target sequence (P35561 whole entry, looked up): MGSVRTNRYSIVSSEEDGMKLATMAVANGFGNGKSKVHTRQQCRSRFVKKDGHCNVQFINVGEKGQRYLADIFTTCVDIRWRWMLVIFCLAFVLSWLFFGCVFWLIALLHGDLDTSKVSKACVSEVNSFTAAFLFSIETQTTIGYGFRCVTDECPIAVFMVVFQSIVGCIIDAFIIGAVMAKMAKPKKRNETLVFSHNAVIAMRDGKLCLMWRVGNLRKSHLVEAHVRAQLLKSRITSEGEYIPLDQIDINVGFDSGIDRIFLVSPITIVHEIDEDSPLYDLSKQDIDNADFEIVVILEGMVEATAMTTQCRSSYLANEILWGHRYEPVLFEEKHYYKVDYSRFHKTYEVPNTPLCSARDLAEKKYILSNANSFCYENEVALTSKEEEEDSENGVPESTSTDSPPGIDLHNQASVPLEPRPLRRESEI
# CHT inh = inhibits the human high affinity choline transporter; B-score at 10 µM; AID 488975; Q9GZV3; CHT-expressing cells, membrane potential dye, choline response; stronger effect = lower value; actives 0.86% (n = 310,000);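 active means B-score over 3 SD under the library average, and starting fluorescence ratio not unusually high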;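 further: choline stimulus applied at its EC90 after an EC20 pre-addition; B-score computed on integrated fluorescence ratio after choline addition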
# Target sequence (Q9GZV3 whole entry, looked up): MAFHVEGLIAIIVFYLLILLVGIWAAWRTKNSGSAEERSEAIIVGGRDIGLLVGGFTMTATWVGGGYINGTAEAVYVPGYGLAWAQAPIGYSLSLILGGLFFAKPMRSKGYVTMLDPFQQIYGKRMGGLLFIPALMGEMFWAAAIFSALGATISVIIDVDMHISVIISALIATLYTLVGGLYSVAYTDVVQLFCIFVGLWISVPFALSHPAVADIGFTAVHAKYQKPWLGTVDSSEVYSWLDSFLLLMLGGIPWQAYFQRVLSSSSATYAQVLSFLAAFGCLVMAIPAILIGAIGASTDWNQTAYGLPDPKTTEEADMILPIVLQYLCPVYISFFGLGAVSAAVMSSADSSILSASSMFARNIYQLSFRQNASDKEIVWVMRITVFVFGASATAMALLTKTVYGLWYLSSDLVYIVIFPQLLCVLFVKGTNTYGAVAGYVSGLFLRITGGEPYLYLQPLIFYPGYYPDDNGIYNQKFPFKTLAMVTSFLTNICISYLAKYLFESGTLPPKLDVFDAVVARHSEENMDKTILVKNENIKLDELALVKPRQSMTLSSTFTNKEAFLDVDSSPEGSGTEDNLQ
# KCNQ2 block = KCNQ2 channel blockers in CHO-K1 cells – cell-based, FluxOR thallium flux, B-score, primary screen (AID 2156). O88943. 20 min; stronger effect = lower value. B-score at 10 µM. actives 1.1% (n = 310,000);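 active means fluorescence ratio B-score at most minus 3 library SDs, with starting brightness B-score within 2 library SDs, cut at about -5.5 in these data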
# Active calls of the source: *; i = inactive.
SMILES	Kir21 inh	CHT inh	KCNQ2 block
CC12CCC(=O)N1C(C(=O)N1CCN(S(=O)(=O)c3ccccc3F)CC1)CS2 (stereo unspecified)	2.31	i	i
O=C(COc1ccccc1)Nc1ccc(-c2ccc(N3CCOCC3)nn2)cc1	-1.77	i	i
Cc1cccc(C)c1NC(=O)C1(N2CCN(C(=O)c3ccco3)CC2)CCCCC1	-0.55	i	i
Cc1ccc(N2CCN(S(=O)(=O)c3ccc(C)cc3)CC2)cc1	-1.3	i	i
CC(C)C[C@H](NC(=O)c1nc[nH]c1C(=O)NC(c1ccccc1)c1ccccc1)C(=O)OCc1ccccc1	0.32	i	i
Cc1ccc(OCc2cc(C(=O)N3CCN(C4CCCCC4)CC3)no2)cc1C	-1.09	i	i
CCOP(=O)(O)c1ccccc1OCCOCCOc1ccccc1P(=O)(O)OCC	2.81	i	i
CC(=O)Nc1sc(NC(=O)c2ccc([N+](=O)[O-])cc2)nc1-c1cccs1	-2.09	i	i
COc1ccc(N(CC(=O)NC2CC2)S(=O)(=O)c2ccccc2)cc1	-0.87	i	i
COCCn1c(-c2ccc(NC(C)=O)cc2)nc2c1c(=O)[nH]c(=O)n2CC(C)C	0.08	i	i
CCn1c(CCCNC(=O)c2ccco2)nc2ccccc21	1.17	i	i
NC(=S)Nc1ccc(S(=O)(=O)c2ccc(NC(N)=S)cc2)cc1	0.63	i	i
C/C(Cl)=C\Cn1c(N2CCCC2)nc2c1c(=O)n(C)c(=O)n2C	0.77	i	i
COc1cc(Nc2ccc(S(N)(=O)=O)cc2)c([N+](=O)[O-])nc1[N+](=O)[O-]	0.39	i	i
O=C(c1ccc(Cl)c(Cl)c1)c1cnc(Nc2ccccc2)s1	-0.02	i	i
C=CCn1c(=O)c(C(=O)NCCc2ccc(Cl)cc2)c(O)c2cc(OC)c(OC)cc21	-2.12	i	i
OCCNc1nc(-c2ccccc2)nc2ccccc12	0.09	i	i
CCN1CCN(CCCN(Cc2ccco2)C(=S)Nc2ccc(Cl)cc2)CC1	-0.11	i	i
CCOC(=O)C1CCN(C(=O)CCn2c(=O)[nH]c3ccccc3c2=O)CC1	0.32	i	i
CCOc1cc(C(=O)NCc2ccco2)cc(OCC)c1OCC	1.26	i	i
CCc1ccccc1NC(=O)c1cc(C)no1	0.64	i	i
CC(C)Cn1c(SCC(=O)Nc2ccc3[nH]c(=O)[nH]c3c2)nc2ccccc2c1=O	0.64	i	i
O=C(OCC(=O)c1c[nH]c2ccccc12)c1cc2ccccc2cc1O	-0.86	i	i
Cn1c2c(c(=O)n(C)c1=O)CN(CCc1ccccc1)CN2	-0.34	i	i
COC(=O)c1c(NC(C)=O)sc2c1CCCC2	1.35	i	i

# Laid out differently: entries from further up.
# Values run as follows: Kir21 inh, CHT inh, KCNQ2 block
CC(C)C[C@H](NC(=O)c1nc[nH]c1C(=O)NC(c1ccccc1)c1ccccc1)C(=O)OCc1ccccc1
→ 0.32, i, i
Cc1ccc(OCc2cc(C(=O)N3CCN(C4CCCCC4)CC3)no2)cc1C
→ -1.09, i, i
CCOP(=O)(O)c1ccccc1OCCOCCOc1ccccc1P(=O)(O)OCC
→ 2.81, i, i

# (more compounds)
SMILES	Kir21 inh	CHT inh	KCNQ2 block
O=C(NNc1ccc(F)cc1F)C1CCC1	1.94	i	i
C/C(=N\N1C(=O)c2ccccc2C1=O)c1cccc([N+](=O)[O-])c1	-0.71	i	i
CCN(CC)Cc1nc2c(c(=O)[nH]1)C1(CCCCC1)Cc1ccccc1-2	0.61	i	i
Nn1c(COc2ccccc2F)nnc1SCC(=O)NC1CCS(=O)(=O)C1 (stereo unspecified)	-0.3	i	i
COc1ccc(NC(=O)c2cc(OC)c(OC)c(OC)c2)cc1S(=O)(=O)N1CCCCC1	-1.93	i	i
Cc1ccc(OCC(=O)NNC(=O)Cn2c(=O)cnc3ccccc32)cc1	-0.96	i	i
CCCCCCCC[n+]1c(C)n(-c2ccccc2)c2ccc(NC(C)=O)cc21	-0.09	i	i
CCC(C)NCCCOc1ccc([N+](=O)[O-])cc1 (stereo unspecified)	2.03	i	i
CC(C)CNC(=S)N(CCN(C)C)Cc1cc2cc3c(cc2[nH]c1=O)OCO3	0.75	i	i
O=C(c1cccs1)N1CCN(C2CCCCC2)CC1	-0.29	i	i
COc1ccc2nc3ccccc3nc2c1	-0.32	i	i
COc1ccc(S(=O)(=O)NCC2CCCN(Cc3cn(C)nc3C)C2)cc1 (stereo unspecified)	0.28	i	i
Cc1cc(S(=O)(=O)NCC(C)C)ccc1OCC(=O)NC1CC1	-0.95	i	i
Cc1cc(NS(=O)(=O)Cc2ccccc2)cc(C)c1OCC(=O)N1CCOCC1	-1.16	i	i
CC1(C)C(=O)N(c2ccccc2)C1c1ccccc1O (stereo unspecified)	-3.28	i	i
COc1ccc(NC(=O)CSc2cc(C)nc3c(-c4ccccc4)cnn23)cc1	1.18	i	i
O=C(COc1cc2oc(=O)c3c(c2cc1Cl)CCC3)NCC1CCC(C(=O)O)CC1 (stereo unspecified)	0.58	i	i
Cn1c(SCC(=O)O)nnc1C1CCCCC1	-0.06	i	i
COc1ccc(OC)c(NC(=O)CCn2ccnc2)c1	-0.86	i	i
CCCS(=O)(=O)N1CCCC(C(=O)N2CCN(c3ccccc3)CC2)C1 (stereo unspecified)	2.44	i	i
CSCC[C@H](NC(=O)[C@H](Cc1ccccc1)n1c(=O)[nH]c2ccccc2c1=O)C(=O)NCC1CCC(C(=O)O)CC1 (stereo partly specified)	-1.03	i	i
COc1ccc(C)cc1NC(=O)NNC(=O)C(C)Oc1ccc(F)cc1Cl (stereo unspecified)	-1.33	i	i
CCn1ccnc1CN(C)C(=O)c1cc(COc2c(F)cccc2F)on1	-0.06	i	i
COc1ccc(-c2cn[nH]c2N)cc1OC	0.55	i	i
CCCCn1c(N)c(NCc2ccccc2)c(=O)[nH]c1=O	0.36	i	i
Cc1ccc(-n2nc(C)c3c2OC(N)=C(C#N)C3c2ccc(C)o2)cc1 (stereo unspecified)	0.64	i	i
COc1ccc(Cl)cc1S(=O)(=O)n1ccnc1	2.31	i	i
CC(=O)Nc1ccc2nc(-c3ccco3)[nH]c2c1	-0.06	i	i
O=S1(=O)CCOCCCN1Cc1ccccc1	-1.09	i	i
CCc1nnc(NC(=O)CCC(=O)N2CCN(S(=O)(=O)c3ccc(OC)cc3)CC2)s1	2.86	i	i
CCOC(=O)CNC(=O)N1CCCC(N(C)CCc2ccccc2)C1 (stereo unspecified)	2.4	i	i
Cc1ccccc1C(=O)Nc1ccnn1C1CCN(Cc2ccncc2)CC1	0.04	i	i
NC(=O)CC(NC(=O)c1ccccc1)c1ccc(NCCCN2CCCC2=O)c([N+](=O)[O-])c1 (stereo unspecified)	1.48	i	i
Cc1ccc(-n2ncc3c(=O)n(CC(=O)N(C)C)cnc32)cc1	0.44	i	i
Cc1cc(C(=O)N/N=C2\CCCC(C)C2)n[nH]1 (stereo unspecified)	-0.58	i	i
COc1cc(OC)cc(C(=O)NC2CCN(Cc3nnnn3Cc3cccs3)CC2)c1	-0.34	i	i
CC(=O)Nc1ccc(NC(=O)CSc2nnc(C3CC3)n2C)cc1	-0.85	i	i
O=C(N/N=C/c1cc(Br)cs1)c1ccc2c(c1)OCCO2	0.16	i	i
Cc1cc(C)c(NC(=O)CS(=O)CC(=O)Nc2ccc(-n3cnnn3)c(C)c2)c(C)c1 (stereo unspecified)	-0.45	i	i
COc1cc(C2NC(=S)NC(C)=C2C(=O)OC(C)C)ccc1OC(C)C (stereo unspecified)	0.93	i	i
CC(=O)NC(=S)Nc1ccc(NC(=O)COc2ccc(C(C)C)cc2)cc1	0.38	i	i
CCCCCC(=O)Nc1nc(C)c(-c2csc(Nc3cc(OC)ccc3OC)n2)s1	0.19	i	i
Clc1ccc2c(N3CCCC3)ccnc2c1	-0.49	-8.02*	i
Cc1ccc(CCn2c3c(c4ccccc42)CN(C)CC3)cn1	-1.36	i	i
CCn1nc(C)c(CN2CCCC(C(=O)c3cccc(OC(C)C)c3)C2)c1C (stereo unspecified)	1.1	i	i
CN(C)C(=O)c1ccc(NS(=O)(=O)c2ccc3c(c2)OCCO3)cc1	0.63	i	i
CN(C)C(=O)CN1CCN(Cc2cn(C)nc2-c2ccc3c(c2)OCCO3)CC1	1.82	i	i
COc1ccc(-c2cc(=O)oc3c(C)c(O)c(CN(C)C)cc23)cc1	0.15	i	i
Cc1cc(OCC(=O)Nc2nccs2)c2c(C)cc(=O)oc2c1	-0.3	i	i
O=C1N/C(=N\N=C\c2ccco2)SC1Cc1ccc(F)cc1 (stereo unspecified)	0.2	i	i

# Part of the list above, reduced to Kir21 inh:
Structure | Kir21 inh
CCOC(=O)CNC(=O)N1CCCC(N(C)CCc2ccccc2)C1 (stereo unspecified) | 2.4
Cc1ccccc1C(=O)Nc1ccnn1C1CCN(Cc2ccncc2)CC1 | 0.04

# Following part.
SMILES	Kir21 inh	CHT inh	KCNQ2 block
O=C(Nc1nccs1)c1cc(-c2ccccc2)nn1-c1ccccc1	0.61	i	i
CC(C)=C1SC(N2CCN(Cc3ccccc3)CC2)=NC1=O	-0.43	i	i
O=C(c1ccc2c(c1)C(=O)N(c1ccc(Cl)cc1)C2=O)N1CCN(c2ccccn2)CC1	-0.04	i	i
Cc1ccc(S(=O)(=O)N[C@@H](Cc2ccccc2)C(=O)N2CCC(C(=O)N[C@@H](CCC(N)=O)C(=O)O)CC2)cc1	2.04	i	i
O=C(CN1C(=O)CCC1=O)Nc1nc(-c2nc3ccccc3s2)cs1	-0.53	i	i
CCOc1ccc(CN2CCN(Cc3cnn(CC)c3C)CC2CCO)cc1 (stereo unspecified)	-0.49	i	i
Cc1ccc(C)c(S(=O)(=O)N/N=C/c2ccc(N(C)C)cc2)c1	-0.02	i	i
CCC(=O)OCC(=O)c1c(N)n(Cc2ccccc2)c(=O)n(C)c1=O	0.03	i	i
COc1ccc(N2CCC(CNC(=S)Nc3cc(C)cc(C)c3)C2)cc1 (stereo unspecified)	2.78	i	i
CN(CCc1ccccn1)C1CCCN(S(=O)(=O)c2ccc(F)c(Cl)c2)C1 (stereo unspecified)	0.58	i	i
c1coc(-c2nc3c4c5c(sc4ncn3n2)CCCC5)c1	2.56	i	i
CC(/C=C/c1ccccc1F)=N\NC(=O)c1ccc(Cl)cc1	-0.41	i	i
CCOc1ccc(NC(=O)COC(=O)C23CC4CC(CC(C4)C2)C3)c([N+](=O)[O-])c1	0.43	i	i
CCN(CC)C(=S)SCC(=O)Nc1ccc(F)cc1	0.32	i	i
O=C(NC1CCS(=O)(=O)C1)c1cnccn1 (stereo unspecified)	0.03	i	i
CCOc1ccc2nc(C)cc(Nc3ccc(N4CCOCC4)cc3)c2c1	2.01	i	i
COc1cc(C(CCN2CCCCC2)c2c(OC)cc(OC)c3c(-c4ccccc4)cc(=O)oc23)cc(OC)c1OC (stereo unspecified)	-0.6	-8.05*	i
N#CC(C(=O)c1ccccc1)=C1SCCS1	-0.1	i	i
O=C(O)C(Cc1ccccc1)N1C(=O)/C(=C/c2cccnc2)SC1=S (stereo unspecified)	-0.04	i	i
COc1cc(OC)cc(C(=O)NC(C)c2cnn(-c3ccccc3C)c2C)c1 (stereo unspecified)	-0.53	i	i
O=C(COc1cccc(C(F)(F)F)c1)Nc1ccc(S(=O)(=O)N2CCCC2)cc1	0.05	i	i
CCN(CC(=O)Nc1ccc2c(c1)OCCO2)C(=O)CC(NC(C)=O)c1ccccc1 (stereo unspecified)	-0.18	i	i
O=C(CS(=O)(=O)Cc1ccccc1)N1CCN(C(=O)c2ccco2)CC1	0.99	i	i
COc1ccc(N(C)C(=O)c2cc3c(s2)-c2c(C)cccc2OC3)c(OC)c1	0.92	i	i
Cc1nnc(SCCc2ccccc2)[nH]c1=O	-0.31	i	i
O=C(CCc1ccccn1)N1CCCC(CNS(=O)(=O)c2cccs2)C1 (stereo unspecified)	-0.08	i	i
Cc1cc(OC(=O)c2ccccc2F)c([N+](=O)[O-])c(=O)[nH]1	0.02	i	i
Cc1ccc(NC(=O)c2ccc(N3C(=O)C4CC=C(Cl)CC4C3=O)cc2)cc1 (stereo unspecified)	2.33	i	i
CC(C)CCN1C(=O)CCC1(C)C(=O)NC1CCCCCCC1 (stereo unspecified)	1.11	i	i
O=C(OCC(=O)N1CCc2ccccc21)c1ccccc1	0.27	i	i
C=CCOc1ccc(C2/C(=C(\O)c3ccc4c(c3)CC(C)O4)C(=O)C(=O)N2CCN2CCOCC2)cc1OCC (stereo unspecified)	-0.36	i	i
Cc1ccc(-n2nc3c(c2NC(=O)c2ccco2)CS(=O)(=O)C3)cc1	0.03	i	i
CN(C)CC/C=C1\c2ccc(F)cc2Sc2cc(F)c(Cl)cc21	-3.55	i	i
CCOC(=O)c1sc(C)c2c(=O)n(CCc3ccccc3)nnc12	-2	i	i
O=S(=O)(c1ccc(Cl)cc1)N1CCN(Cc2c[nH]c3ccccc23)CC1	-0.7	i	i
CC(C)N1CCC(N2CCN(C3CCCC3)CC2CCO)CC1 (stereo unspecified)	0.51	i	i
O=C(NNC1=Nc2ccccc2SC1)c1ccccc1F	-0.02	i	i
